Source: PubChem
TRPC4 block: TRPC4 (mouse) channel inhibition; HEK293 TRPC4beta/mu-opioid, DAMGO-evoked Fluo4 calcium flux; stronger effect = lower value; B-score at 10 µM; Q9QUQ5; 300,000 compounds, 0.39% hits; AID 2247;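 active = B-score over 3 SD under the library average, no early fluorescence shift, positive overall ratio signal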
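Assay system: HEK293 cells with stable TRPC4beta plus mu-opioid receptor expression. Dosing: single dose. Measured by: Fluo4 Ca2+ flux fluorescence. Also added: DAMGO in two steps, submaximal then maximal. Read-out: B score from integrated Fluo4 fluorescence ratio.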
TRPC6 act: activates the mouse TRPC6 cation channel; HEK293-TRPC6 membrane potential dye fluorescence; stronger effect = higher value; B-score at 10 µM; 310,000 compounds, 0.13% hits; AID 2550;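 active = B-score of the integrated fluorescence ratio above library mean plus 3 SD, and starting fluorescence ratio within library mean plus 5 SD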;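 note: higher score means more depolarization so channel activation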
MrgX1 PAM: human MrgX1 positive allosteric modulation, primary screen. Q96LB2. MrgX1-HEK293, Fluo-4 calcium flux, FDSS; stronger effect = higher value. B-score at 10 µM. 310,000 compounds, 0.63% hits;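 active = plate-corrected calcium response at least 3 library SD above typical, normal starting fluorescence, not activating the receptor alone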;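 note: compound read alongside a low EC10 to EC30 dose of BAM8-22 agonist; peak minus trough fluorescence over baseline measured at the second addition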
Target sequence (Q96LB2 whole entry, looked up): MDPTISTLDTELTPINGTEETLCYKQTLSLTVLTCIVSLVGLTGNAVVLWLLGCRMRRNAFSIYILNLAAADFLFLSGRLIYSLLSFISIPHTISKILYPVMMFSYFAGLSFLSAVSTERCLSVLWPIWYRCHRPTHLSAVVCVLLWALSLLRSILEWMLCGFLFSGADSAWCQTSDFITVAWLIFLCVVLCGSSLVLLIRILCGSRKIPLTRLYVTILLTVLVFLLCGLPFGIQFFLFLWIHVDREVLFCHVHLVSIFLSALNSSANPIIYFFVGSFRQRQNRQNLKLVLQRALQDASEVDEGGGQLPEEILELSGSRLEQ
HIF activator: HIF pathway transcriptional activation | activation, % at 7.5 µM (by protocol) | U2OS HRE-luciferase reporter, luminescence; normalized: DMSO 0%, desferrioxamine 100% | AID 1910 | 300,000 compounds, 0.32% hits;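 active = mean activation of at least 10% of the iron chelator positive control signal, with at least half of replicates also reaching 10%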
RGS4 pot: RGS4 potentiation or activation; HEK293 M3R/inducible RGS4, carbachol calcium flux Fluo4; stronger effect = lower value; B-score at 10 µM; 310,000 compounds, 0.92% hits; AID 463111;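 active = B-score of the integrated calcium signal more than 4 SD below the library mean, with starting fluorescence not abnormally high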;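 note: negative B-score means reduced calcium response which marks RGS4 activation or potentiation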
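Assay system: Inducible-RGS4 HEK293 cells carrying M3 receptor | Schedule: Compound preincubation 20 min at room temperature before agonist | Signal: Kinetic calcium fluorescence imaging with Fluo4-AM dye, 2 µM | Read-out basis: B score from integrated fluorescence ratio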
RGS4 block: inhibitors of human RGS4; P49798; HEK293 M3R/RGS4 inducible, Fluo-4 calcium flux; stronger effect = higher value; triggered by carbachol at its EC20; B-score at 10 µM; 310,000 compounds, 0.45% hits; AID 463165;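 active = B-score, a plate-corrected calcium signal, over three deviations above library mean, with baseline fluorescence within five deviations of library mean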;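 note: RGS4 expression induced by doxycycline in cells with stable M3 receptor; B-score is computed from the integrated fluorescence ratio over baseline after carbachol; higher B-score means a larger calcium signal and so more RGS4 inhibition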
Target sequence (P49798 whole entry, looked up): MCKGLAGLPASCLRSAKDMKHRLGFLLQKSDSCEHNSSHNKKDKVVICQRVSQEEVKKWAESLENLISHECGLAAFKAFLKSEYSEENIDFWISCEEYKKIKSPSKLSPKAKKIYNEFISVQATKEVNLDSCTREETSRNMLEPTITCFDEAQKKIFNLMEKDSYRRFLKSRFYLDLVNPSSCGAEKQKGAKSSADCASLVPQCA
SKKanGAS inh: SKKanGAS growth inhibition | S. pyogenes SKKanGAS, kanamycin growth, BacTiter-Glo, 6 h | inhibition, % at 7.5 µM | 300,000 compounds, 1.3% hits | AID 1662;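 active = mean replicate score, as percent of positive control median, at least 50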;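 note: strain carries kanamycin resistance gene driven by streptokinase promoter and grows in 40 µg/ml kanamycin; loss of luminescence reflects streptokinase promoter inhibition or plain growth inhibition; 0% = median of DMSO wells and 100% = positive control at its reference dose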
MrgX1 ag: human MrgX1 receptor agonism, primary screen; Q96LB2; AID 588627; MrgX1-HEK293 cells, Fluo-4 calcium fluorescence, agonist mode; stronger effect = higher value; 310,000 compounds, 0.44% hits; B-score at 10 µM;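 active = calcium response B-score plate-corrected fluorescence ratio at least 3 library SD, with starting fluorescence B-score inside 5 SD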
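System: HEK293 cells stably expressing human MrgX1 receptor; Dosing: test compound in the initial addition of three; Schedule: overnight plating, then 30 min 37 °C plus 30 min room-temperature dye loading; Detection: kinetic calcium dye fluorescence, Fluo-4 NW; Controls: per-plate positive and negative controls for Z′ factor.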
MrgX1 antagonist: blocks BAM8-22 activation of human MrgX1 receptor. B-score at 10 µM. Q96LB2. MRGX1-HEK293 calcium flux, Fluo-4, BAM8-22 antagonism; stronger effect = lower value. 310,000 compounds, 1.3% hits;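 active = calcium-response B-score plate-corrected more than 3 library SD below zero, starting fluorescence within 5 deviations, no agonist response on first addition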;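 note: peak minus trough fluorescence over baseline after final BAM8-22 challenge near maximal dose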
Platelet DG rel: platelet dense granule release activity; human platelet-rich plasma, SFLLRN dense granule ATP release, luminescence; inhibition, %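 (compounds screened at 7.5 µM in platelet-rich plasma)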; 300,000 compounds, 0.22% hits;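 active = mean replicate score, as percent of positive control, at or above 50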
TRPC6 inh: blocks the mouse TRPC6 cation channel. HEK293-TRPC6, membrane potential dye, ACh-evoked depolarization; stronger effect = lower value. B-score at 10 µM. 310,000 compounds, 1.1% hits;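 active = B-score under library mean minus 3 SD, initial fluorescence not abnormally high, positive integrated signal ratio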;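 note: B-score derived from integrated fluorescence ratio over the kinetic read; more negative B-score means stronger inhibition of depolarization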
Starred values were filed as active, the others as inactive; i = inactive; x = no result given.

SMILES	TRPC4 block	TRPC6 act	MrgX1 PAM	HIF activator	RGS4 pot	RGS4 block	SKKanGAS inh	MrgX1 ag	MrgX1 antagonist	Platelet DG rel	TRPC6 inh
Cc1ccc(CNC(=O)c2cncc(Br)c2)cc1	i	i	i	2.7	i	i	3	i	i	2	i
O=C(CN(Cc1ccccc1)C(=O)CNS(=O)(=O)c1ccc(Cl)cc1)NCC1CCCO1 (centres undefined)	i	i	i	-0.6	i	i	1	i	i	0	i
Cc1ccc(OCCn2cncn2)c([N+](=O)[O-])c1	i	i	i	0.6	i	i	2	i	i	-2	i
COCC(C)NCC(=O)NC(C)CCc1ccccc1 (centres undefined)	i	i	i	-2.5	i	i	1	i	i	8	i
CC1(C)CC2(CC(c3ccccc3)Oc3cc(O)ccc32)NC(=O)N1 (centres undefined)	i	i	i	-0.2	i	i	10	i	i	-7	i
Cc1nc2ccccc2c(=O)n1-c1cccc(NS(=O)(=O)c2ccccc2)c1	i	i	i	-2.4	i	i	2	i	i	x	i
Cc1nnc(SCC(=O)NC2CCC(C)CC2)s1 (centres undefined)	i	i	i	-0.8	i	i	0	i	i	0	i
Cc1cc(C(=O)CN2C(=O)NC(C)(c3cccc(Br)c3)C2=O)c(C)n1Cc1ccco1 (centres undefined)	i	i	i	-0.2	i	i	13	i	i	-3	i
Fc1ccc(NC(=S)NCc2cccnc2)cc1	i	i	i	-0.3	i	i	0	i	i	-4	i
CCOc1ccc(CNc2ncnc(N)n2)cc1	i	i	i	-0.2	i	i	4	i	i	2	i
O=C(CC(=O)N/N=C/c1ccccc1O)NCc1cccnc1	i	i	i	0.2	i	i	-11	i	i	-9	i
NC(=O)c1ccsc1NC(=O)CCS(=O)(=O)c1ccccc1	i	i	i	-0.4	i	i	3	i	i	-15	i
CC(C(=O)NCc1ccco1)n1cc([N+](=O)[O-])cn1 (centres undefined)	i	i	i	-0.5	i	i	-4	i	i	2	i
N=C(N)n1c(N)nc2ccccc2c1=O	i	i	i	-10	i	i	-2	i	i	-7	i
Cc1ccc(C)c(N(C)S(=O)(=O)c2ccc3c(c2)oc(=O)n3C)c1	i	i	i	0.2	i	i	-1	i	i	-2	i
Cc1ccc(Cn2c(=N)c(C(=O)NCCN3CCOCC3)cc3c(=O)n4ccccc4nc32)cc1	i	i	i	0.0	i	i	-5	i	i	-11	-6.6*
COc1ccccc1OCC(=O)Nc1ccc(S(=O)(=O)Nc2onc(C)c2C)cc1	i	i	i	0.1	i	i	4	i	i	8	i
COc1ccc(NC(=O)CSc2nc3ccsc3c(=O)n2CCC(=O)O)c(OC)c1	i	i	i	-0.5	i	i	7	i	i	-4	i
CCOC(=O)c1[nH]c(C)c(/C(O)=C2\C(=O)C(=O)N(CCN(C)C)C2c2ccc(C)o2)c1C (centres undefined)	i	i	i	-0.2	i	i	-15	i	i	-14	i
COc1ccccc1N=C(C)C1=C(O)CSC1=O	i	i	i	1.0	i	i	4	i	i	0	i
Oc1ccc(C=Nc2ccc(N3CCOCC3)cc2)c(O)c1	i	i	i	2.5	i	i	2	i	i	26	i
CC(=O)Nc1cc2c(cc1NC(=O)Cn1nc(-c3ccccc3)ccc1=O)OCCO2	i	i	i	-0.4	i	i	-5	i	i	-5	i
Cc1ccc(C)c(CSc2nnc(-c3ccccn3)n2N)c1	i	i	i	0.1	i	i	7	i	i	0	i
CN(CCNC(=O)CCNC(=O)Cn1ccc2ccccc2c1=O)Cc1ccccc1	i	i	i	-0.1	i	i	-6	i	i	-4	i
CCn1c(C)csc1=NC(=O)c1ccccc1O	i	i	i	2.1	i	i	-6	i	i	6	i
The results go on:
SMILES	TRPC4 block	TRPC6 act	MrgX1 PAM	HIF activator	RGS4 pot	RGS4 block	SKKanGAS inh	MrgX1 ag	MrgX1 antagonist	Platelet DG rel	TRPC6 inh
Cc1ccc(-c2nc(NC(=O)c3cc(C(C)(C)C)nn3C)sc2C)cc1Cl	i	i	i	x	i	i	35	i	i	x	i
CCCCCCSC1=C(C#N)C(=O)NC2(CCCCC2)S1	i	i	i	0.0	i	i	12	i	i	-6	i
O=C(c1cccc(C(F)(F)F)c1)C1CCCN(C(=O)C2CCOCC2)C1 (centres undefined)	i	i	i	0.4	i	i	-7	i	i	6	i
CCOC(=O)C1CN(S(=O)(=O)c2cc(OC)ccc2OC)C1	i	i	i	-0.3	i	i	4	i	i	0	i
COCCSc1nnc(NS(=O)(=O)Cc2ccccc2)s1	i	i	i	0.1	i	i	-2	i	i	2	i
Cc1ccccc1C(=O)Nc1ccccc1C(=O)NC1CC1	i	i	i	-0.2	i	i	2	i	i	-3	i
N#C/C(=C\c1cc2ccccc2nc1N1CCOCC1)C(=O)Nc1ccc(N2CCOCC2)cc1	i	i	i	-0.7	i	i	2	i	i	0	i
COc1cc(C(=O)Nc2ccc(Cl)c(C(F)(F)F)c2)cc(OC)c1OC	i	i	i	0.6	i	i	-1	i	i	3	i
O=C(NCCN1CCOCC1)c1ccc(CSc2nc3ccncc3n2Cc2ccc(F)cc2)cc1	i	i	i	-0.3	i	i	-5	i	i	2	i
Cc1ccc2cc(C(c3nnnn3Cc3ccccc3)N3CCc4ccccc43)c(=O)[nH]c2c1C (centres undefined)	i	i	i	0.0	i	i	16	i	i	7	i
CN(C)CCNC(=S)Nc1cccc(Cl)c1	i	i	i	-0.3	i	i	4	i	i	0	i
COc1ccc(-n2ncc3c2CC(C)(C)CC3NC(=O)CSc2ccccn2)cc1 (centres undefined)	i	i	i	0.1	i	i	5	i	i	-4	i
CC(C)(C)c1cc(NC(=O)CSc2nnc(NCc3ccccc3)s2)n(-c2ccccc2)n1	i	i	i	-0.2	i	i	6	i	i	6	i
CCOc1ccccc1OCC(=O)OCC(=O)c1c(C)[nH]c2ccccc12	i	i	i	0.4	i	i	3	i	i	-9	i
O=C(COc1ccccc1)Nn1c(-c2ccccc2)nc2ccccc2c1=O	i	i	i	-0.4	i	i	4	i	i	-9	i
Cc1ccc2oc(C(=O)Nc3nonc3C)c(C)c2c1	i	i	i	2.7	i	i	-6	i	i	-4	i
O=C(CCSc1ccc(Cl)cc1)N1CCCCCC1	i	i	i	2.8	i	i	-9	i	i	-7	i
CCOC(=O)C1=C(C)NC(C)=C(C(=O)OCC)C1c1cc(N)ccc1OC(F)F	i	i	i	1.2	i	i	2	i	i	6	i
COc1ccc(NC(=O)c2cccc(N3C(=O)C4C5C=CC(C6CC56)C4C3=O)c2)cc1 (centres undefined)	i	i	i	-0.5	i	i	10	i	i	-4	i
COc1cc(/C=N/NC(=O)c2ccc(=O)[nH]n2)ccc1O	i	i	i	-1.3	i	i	1	i	i	-9	i
CC(NC(=O)/C(=C/c1ccc2c(c1)OCO2)NC(=O)c1cccc([N+](=O)[O-])c1)C(=O)O (centres undefined)	i	i	i	-0.2	i	i	1	i	i	12	i
CCOC(=O)CN(c1cc([N+](=O)[O-])ccc1OC)S(C)(=O)=O	i	i	i	-0.4	i	i	-3	i	i	-1	i
Cc1ccc(-c2cnc(NC(=O)CCC(=O)N(C)Cc3ccccc3)n2C)cc1	i	i	i	1.7	i	i	-7	i	i	-1	i
CCOC(=O)C1CCN(S(=O)(=O)c2ccc(CNC(=O)c3ccccc3)s2)CC1	i	i	i	-5.2	i	i	0	i	i	-3	i
COCC(C)NC(=O)CCSc1nc(-c2ccc(OC)cc2)cc(C(F)(F)F)n1 (centres undefined)	i	i	i	0.3	i	i	6	i	i	-5	i

Ordered by value in Platelet DG rel (largest number first): three from the list above
| SMILES | Platelet DG rel |
| --- | --- |
| COCC(C)NCC(=O)NC(C)CCc1ccccc1 (centres undefined) | 8 |
| CCOC(=O)CN(c1cc([N+](=O)[O-])ccc1OC)S(C)(=O)=O | -1 |
| COc1ccc(NC(=O)CSc2nc3ccsc3c(=O)n2CCC(=O)O)c(OC)c1 | -4 |

Other compounds.
SMILES	TRPC4 block	TRPC6 act	MrgX1 PAM	HIF activator	RGS4 pot	RGS4 block	SKKanGAS inh	MrgX1 ag	MrgX1 antagonist	Platelet DG rel	TRPC6 inh
Cc1nc(-c2ccccn2)sc1C(=O)O	i	i	i	0.4	i	i	-6	i	i	-3	i
O=C(C1=C[C@H](C2CC2)C[C@H](OCCCCO)O1)N1CCOCC1	i	i	i	0.4	i	i	-5	i	i	6	i
CC(C)(C)c1ccc(C(=O)NCc2nnc(SCC(=O)N3CCCc4ccccc43)n2-c2ccccc2)cc1	i	i	i	0.1	i	i	13	i	i	2	i
CCOc1ccc(C(=O)Nc2ccc3c(c2)C(=O)NC3=O)cc1	i	i	i	-0.2	i	i	-2	i	i	-5	i
CCOC(=O)C1CCCN(C(=O)c2cc3c(C)nc4ccccc4c3o2)C1 (centres undefined)	i	i	i	0.2	-9.2*	i	14	i	i	-3	-6.9*
Cc1ccc(CNC(=O)CN(c2cccc([N+](=O)[O-])c2)S(=O)(=O)c2ccccc2)cc1	i	i	i	0.0	i	i	2	i	i	-5	i
COc1cccc(OC)c1C(=O)Nc1ccc(NC(=O)c2ccco2)cc1	i	i	i	-0.3	i	i	-7	i	i	-5	i
CCN(CC)c1ccc2c(Nc3ccccc3)c(C=O)c(=O)oc2c1	i	i	i	0.6	i	i	22	i	i	-6	i
C=CCNC(=S)N1CCN(c2ncc3c(=O)c(C(=O)O)cn(CC)c3n2)CC1	i	i	i	-0.3	i	i	-1	i	i	-6	i
Cc1nc(N)sc1-c1csc(Nc2ccccc2)n1	i	i	i	-1.6	i	i	15	i	i	5	i
COc1ccc(C2CC(=O)C(C=NCCO)=C(O)C2)cc1 (centres undefined)	i	i	i	3.9	i	i	-7	i	i	-2	i
O=C(CCSCCC(=O)NCCN1CCOCC1)NCCN1CCOCC1	i	i	i	-0.1	i	i	3	i	i	-2	i
O=C(CCCc1ccccc1)Nc1nncs1	i	i	i	-0.1	i	i	-3	i	i	-10	i
O=C(Nc1cccc(NC(=O)c2cccs2)c1)c1cccnc1	i	i	i	0.3	i	i	2	i	i	-5	i
O=C(C1CCCN(c2ncnc3c2nc2n3CCCCC2)C1)N1CCN(c2ccc(F)cc2)CC1 (centres undefined)	i	i	i	-0.2	i	i	8	i	i	-13	i
CCN(/C(N)=N/c1nc(C)cc(C)n1)c1ccccc1	i	i	i	-1.8	i	i	3	i	i	-29	i
Cc1ccn2c(=O)nc(SCC(=O)N3CCCCCC3)nc2c1	i	i	i	0.7	i	i	-1	i	i	17	i
